Screens: PubChem, Sanford-Burnham Center for Chemical Genomics
697 NFkB inh – lowers PMA/ionomycin-induced NF-kB signal in 697 B cells; 697 B-cell NF-kB luciferase reporter, 16 h; inhibition, % at 4 µM; actives 0.33% (n = 330,000); AID 435022; in the data active means inhibition above about 35%
tim10-1 inh – growth inhibitors of tim10-1 mutant yeast. inhibition, % at 20 µM. S. cerevisiae tim10-1 ts strain growth, BacTiter-Glo, 24 h. AID 463190. actives 2.2% (n = 330,000);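 active means inhibition of at least 40%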;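 further: mutant grown at 25 °C; 0% = DMSO wells with yeast and 100% = wells holding no yeast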
TIM10 inh – inhibits growth of TIM10 yeast strain; AID 463195; actives 1.4% (n = 330,000); inhibition, % at 10 µM; S. cerevisiae TIM10 strain growth, BacTiter-Glo luminescence, 24 h;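 active means inhibition of 40% or more at the single tested concentration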;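 further: wild-type TIM10 isogenic control strain grown at permissive 25 °C; 0% = DMSO yeast wells and 100% = minimal medium wells without yeast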
Jurkat NFkB inh – inhibitors of the PMA/ionomycin-induced NF-kB reporter in Jurkat cells | inhibition, % at 4 µM | PMA/ionomycin-induced NF-kB luciferase reporter, luminescence | actives 0.53% (n = 330,000); in the data active means inhibition above about 50%
Mdm2 MdmX PPI – disrupts the human Mdm2-MdmX interaction; actives 3% (n = 330,000); inhibition, % at 8 µM; SaOS-2 split-luciferase Mdm2/MdmX complementation, luminescence; AID 485346; O15151+Q00987;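 active means inhibition of at least 50% at 8 µM in the primary screen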
Target sequence (O15151 whole entry, looked up): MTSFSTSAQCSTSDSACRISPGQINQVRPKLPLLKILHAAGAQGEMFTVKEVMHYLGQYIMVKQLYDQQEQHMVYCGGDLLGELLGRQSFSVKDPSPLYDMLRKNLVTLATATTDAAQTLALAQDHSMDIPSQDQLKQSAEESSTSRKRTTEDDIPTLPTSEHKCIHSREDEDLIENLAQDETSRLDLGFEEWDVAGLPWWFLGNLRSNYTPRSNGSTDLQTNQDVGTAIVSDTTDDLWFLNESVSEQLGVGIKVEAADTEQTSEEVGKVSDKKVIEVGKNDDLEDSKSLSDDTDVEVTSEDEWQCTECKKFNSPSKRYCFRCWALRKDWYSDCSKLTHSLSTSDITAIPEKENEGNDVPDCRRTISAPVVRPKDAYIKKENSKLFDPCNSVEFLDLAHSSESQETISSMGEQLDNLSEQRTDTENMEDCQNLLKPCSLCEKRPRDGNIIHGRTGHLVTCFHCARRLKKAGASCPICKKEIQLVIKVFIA
Target sequence (Q00987 whole entry, looked up): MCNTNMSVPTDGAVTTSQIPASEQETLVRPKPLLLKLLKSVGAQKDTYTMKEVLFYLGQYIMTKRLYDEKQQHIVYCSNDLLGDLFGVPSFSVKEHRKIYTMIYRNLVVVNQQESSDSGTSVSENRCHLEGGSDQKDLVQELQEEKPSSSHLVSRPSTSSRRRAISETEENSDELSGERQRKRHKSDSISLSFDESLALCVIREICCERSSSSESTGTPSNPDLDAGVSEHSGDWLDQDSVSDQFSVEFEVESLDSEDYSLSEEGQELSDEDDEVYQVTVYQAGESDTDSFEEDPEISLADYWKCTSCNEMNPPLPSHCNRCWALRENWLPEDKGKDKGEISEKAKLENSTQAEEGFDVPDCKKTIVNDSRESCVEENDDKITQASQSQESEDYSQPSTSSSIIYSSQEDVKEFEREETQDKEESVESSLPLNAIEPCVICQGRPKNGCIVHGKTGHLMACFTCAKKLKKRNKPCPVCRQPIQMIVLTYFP
UPR XBP1 act – activators of adaptive arm of unfolded protein response (XBP1); CHO-XBP1 luciferase reporter, IRE1-XBP1 UPR activation, luminescence; percent of tunicamycin response, DMSO as zero; activation, % at 20 µM; actives 0.33% (n = 330,000); AID 463104;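 active means versus positive control, 20 µM dose yields 30% or more activation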;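 further: 100% = tunicamycin at 10 µg/mL and 0% = DMSO only wells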
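Assay system: CHO-XBP1 luciferase reporter cells; Schedule: 6 h treatment, 37 °C; Detection: glow luminescence from Steady-Glo reagent; Benchmarks: high control tunicamycin 10 µg/mL final, low control DMSO vehicle only.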
CHOP UPR activ – apoptotic UPR (CHOP) activation; CHO-CHOP luciferase reporter, luminescence; percent of tunicamycin response over DMSO baseline; activation, % at 10 µM; actives 0.34% (n = 330,000); AID 449763;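 active means at 10 µM dose, activation of 40% or more, normalized to positive control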;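 further: 100% = tunicamycin at 10 µg/mL and 0% = DMSO alone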
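Assay system: CHO-CHOP cells, stable luciferase reporter of PERK-eIF2a-CHOP signalling / Buffer or medium: F12 plus 10% serum / Compound dosing: one dose, 10 µM in 0.5% DMSO / Times: 6 h compound treatment, 37 °C / Technique: luciferase luminescence / Read-out: % reporter activation, DMSO baseline versus tunicamycin full activation / Benchmarks: tunicamycin and DMSO controls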
tim23-1 inh – tim23-1 yeast growth inhibition. actives 1.3% (n = 330,000). inhibition, % at 20 µM. S. cerevisiae tim23-1 growth, BacTiter-Glo luminescence, 24 h;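 active means growth inhibition of the mutant yeast at or above 50%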;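 further: temperature-sensitive mutant grown at 25 °C; plate controls were DMSO-treated mutant yeast for no effect and medium wells lacking yeast for full effect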
The depositor's hits bear a star.

structure	Jurkat NFkB inh	Mdm2 MdmX PPI	tim10-1 inh	CHOP UPR activ	tim23-1 inh	697 NFkB inh	TIM10 inh	UPR XBP1 act
COc1cc2c(C(=O)Nc3ccccc3F)cn(C)c(=O)c2cc1OC	-10	13	16	-1.3	3	-2	-16	4
O=c1nc(N2CCOCC2)ccn1Cc1ccc(Br)cc1	-3	27	4	3.4	21	-38	-1	0
O=C([C@@H]1Cc2ccccc2CN1)N1CCN(Cc2ccccc2)CC1	3	-9	-1	1.0	-7	2	3	-4
COc1ccc(CNC(=O)C2CCCN(c3nn4c(=O)cc(C)nc4s3)C2)cc1 (stereo unspecified)	7	22	9	-0.7	-2	12	-9	-4
CCC(CO)Oc1cc(NCc2ccc(C)c(C)c2)c2ncn(C(C)C)c2c1 (stereo unspecified)	-3	26	5	1.1	26	-4	4	-1
CC1CCC2C(=O)N(c3ccccc3OC(=O)c3ccccc3F)C(=O)C2C1 (stereo unspecified)	2	-8	15	0.0	28	25	-4	0
Cc1ccc2nc(SCC(=O)OCc3ccccc3)nc(=O)n2c1	-24	-42	29	-0.8	23	-26	15	0
Cc1cc(NC(=O)CN2CCCCC2C)no1 (stereo unspecified)	0	1	6	1.2	4	13	-17	0
CN(C)CCCNc1cc(C(C)(C)C)nc2c(-c3ccc(Cl)cc3)cnn12	49	98*	-15	24	-17	2	55*	17
CCOc1ccc(-c2c(C(=O)N/N=C/c3cccc(Br)c3)nnn2-c2nonc2N)cc1	-3	37	-2	3.5	0	-20	-3	19
COc1ccc(CN2CCN(Cc3cc(=O)oc4cc(C)ccc34)CC2)c(OC)c1OC	1	8	8	-1.8	3	-1	8	-3
C/C(N)=C(\C#N)C(=O)NCCc1ccccn1	3	7	-8	-0.7	16	2	1	0
Cc1noc(C)c1CSc1ccccc1C(=O)OC(C)C(N)=O (stereo unspecified)	-28	4	11	-1.1	13	-10	2	0
Cn1cccc1C(=O)NCc1ccc(Cl)cc1	12	-2	-5	0.7	2	12	0	0
CCOC(=O)c1[nH]c(C)c(/C(O)=C2\C(=O)C(=O)N(CCN(C)C)C2c2cccc(OC)c2OC)c1C (stereo unspecified)	3	2	-3	1.1	9	0	9	-3
COc1ccc(NC(=O)Nc2nnc(-c3ccccc3SCc3ccccc3)s2)cc1	-9	23	2	0.2	-4	-14	-15	5
O=C(Cc1ccc(Cl)cc1)NNC(=O)c1cnccn1	-9	2	12	2.2	0	2	-7	0
Cc1ccc(-c2csc(NC(=O)CSc3nc4ccccc4o3)n2)cc1	-28	-57	11	3.9	-6	-20	4	5
COc1ccc(C(C(=O)NCC2CCCO2)N(C(=O)Cn2nnc3ccccc32)c2ccc(NC(C)=O)cc2)cc1 (stereo unspecified)	-17	5	13	-1.1	10	4	-15	-2
O=C(CN1CCN(S(=O)(=O)c2ccc(F)cc2)CC1)NCC1(N2CCOCC2)CCCCC1	-5	17	-2	-0.1	-7	10	8	-1
CC(NC(=S)NCCN1CCOCC1)C12CC3CC(CC(C3)C1)C2 (stereo unspecified)	10	-10	6	1.1	-5	15	4	-1
S=c1[nH]nc(-c2ccc3ncccc3c2)n1-c1ccc2c(c1)OCCO2	8	-41	9	1.5	6	8	-2	4
COC(=O)c1ccccc1NC(=O)COc1ccc(S(=O)(=O)N2CCCC2)cc1C	-6	30	-28	-1.1	-14	0	-22	-2
Cc1ccc(S(=O)(=O)c2nc(-c3ccccc3Br)oc2N(C)C)cc1	14	32	24	-0.5	30	7	-1	-3
CCN(CC)S(=O)(=O)c1ccc2[nH]c(=O)cc(C(=O)Nc3cccc(C(C)=O)c3)c2c1	6	2	0	-1.1	-5	14	13	-4
O=C(N/N=C/c1ccccc1[N+](=O)[O-])c1cnccn1	-8	-14	-26	3.4	8	-7	-11	1
O=[N+]([O-])c1ccc(/C=N/N2CCN(Cc3ccccc3)CC2)cc1	7	14	-110	1.8	-66	15	-136	-2
COc1ccc(C(=O)Nc2nnc(S(=O)(=O)N3CCOCC3)s2)cc1	9	19	17	3.9	18	8	4	-3
Cc1ccc(NC(=S)c2ccccc2)cc1	-75	-56	13	11	22	-94	12	4
CSc1ccc(CN(C)C(C)C(=O)Nc2ccc(F)c(F)c2F)cc1 (stereo unspecified)	-1	-8	-2	1.2	18	-30	1	-1
COc1ccc(OC)c(NC(=O)CN2CCc3ccccc3C2)c1	10	5	-1	-0.5	14	-7	-15	-1
Cc1cc(C)n(Cc2ccccc2)c(=O)c1S(=O)(=O)c1ccccc1	-1	20	24	-1.8	16	8	-3	-2
O=C1NC(c2ccccc2)=C(c2ccc3ccccc3n2)C(c2ccccc2)N1 (stereo unspecified)	-12	11	12	1.2	-47	-22	-40	1
CCC(C)(C(=O)NC1CCCC1)N(C(=O)c1cnccn1)c1c(C)n(C)n(-c2ccccc2)c1=O (stereo unspecified)	3	2	1	1.5	14	19	16	3
Cn1cccc1C(=O)C(=O)Nc1ccc(F)c(F)c1	-123	-111	11	1.7	3	-135	-3	4
O=C(CSc1nnc(C2CC2)n1C1CC1)c1ccc(F)c(F)c1	-5	-8	-2	1.8	5	-18	6	0
CCOC(=O)N1CCN(C(=O)c2nc3ccccc3s2)CC1	-27	-47	18	6.8	12	-46	17	3
CCCC1=C(C(=O)OCC)C(c2c(C)nn(-c3ccccc3)c2Cl)C(C#N)=C(N)O1 (stereo unspecified)	0	22	32	-2.1	31	-9	14	-1
Cc1ccc(-n2nc3c(=O)n(CC(=O)NCc4ccc(C)o4)nc(C)c3c2C)cc1	18	35	-3	-3.0	6	19	2	-2
CCOC(=O)c1ccc(N2C(=O)C3C(C2=O)C(C(=O)c2ccc(Cl)cc2)N2CCCC32)cc1 (stereo unspecified)	1	1	42*	0.8	26	4	32	-1
CC1(c2ccc([N+](=O)[O-])c(CS(=O)(=O)c3ccccc3)c2)OCCO1	-27	4	0	-2.1	14	2	1	2
COc1c(Cl)cc(Cl)cc1C(=O)Nc1ccc(C(=O)O)cc1	8	-40	14	0.2	2	1	6	0
Fc1ccccc1CSc1ncn[nH]1	-10	-1	-5	1.4	6	9	4	2
O=C(/C=C/c1ccco1)Nc1ccc2nc3n(c(=O)c2c1)CCCC3	-19	-16	-38	4.7	20	-58	-5	3
O=C(COc1cc2oc(=O)c3c(c2cc1Cl)CCC3)Nc1ccccn1	0	13	6	2.1	15	-32	-7	1
Cc1nc2ccc(NC(=O)c3ccc(S(=O)(=O)N(C)C)cc3)cc2s1	-1	7	10	1.3	3	3	8	2
CC1=CCC[C@@H]2[C@@](C)(CC/C(C)=C/C(=O)O)[C@H](C)CC[C@@]12C	4	32	11	1.4	27	22	7	-1
CCOC(=O)N1CCN(C(=O)C(C)c2ccc([N+](=O)[O-])cc2)CC1 (stereo unspecified)	9	9	-8	3.2	-2	7	-6	-4
O=C(O)CCCNS(=O)(=O)c1cccs1	6	-4	-7	-0.1	2	7	-3	-3
O=C(NCCCO)NC(=S)c1cccc2ccccc12	8	37	19	-1.1	1	13	4	0

Next part.
structure	Jurkat NFkB inh	Mdm2 MdmX PPI	tim10-1 inh	CHOP UPR activ	tim23-1 inh	697 NFkB inh	TIM10 inh	UPR XBP1 act
CCn1c(Cc2ccc(OC)cc2)nnc1SCC(=O)Nc1ccc(N2CCOCC2)cc1	3	-5	-9	2.0	1	0	6	-1
COc1ccc(C2CC(=O)OC3=C2C(=O)CC(C)(C)C3)c(OC)c1 (stereo unspecified)	-7	19	21	0.5	21	12	-10	-1
Cc1ccc(-c2nc(S(=O)(=O)c3ccc(C)cc3)c(SCC(N)=O)o2)cc1	15	6	-19	0.2	2	6	8	-4
CCOC(=O)CN(C(=O)Cn1nnc(-c2ccc(OC)cc2)n1)C(C(=O)NC1CCCC1)c1ccc(F)cc1 (stereo unspecified)	14	6	19	2.4	1	18	18	-2
Cc1ccc(S(=O)(=O)N2CCOCC2)cc1C(=O)NCC1CCCCC1	-20	33	12	-1.8	12	5	8	-2
COc1ccc(NC(=O)c2ccc3c(=O)n(CC4CCCO4)c(=S)[nH]c3c2)c(OC)c1 (stereo unspecified)	-3	-2	3	0.7	10	14	-9	9
Cc1ccc(OCc2ccc(C(=O)NCC3CCCO3)cc2)cc1C (stereo unspecified)	1	5	-12	1.8	12	-49	-17	-4
COc1ccc(C(=O)N2CCN(C(=O)C3COc4ccccc4O3)CC2)cc1OC (stereo unspecified)	12	9	-10	-0.2	5	-9	9	1
COc1cc(OC)cc(N2CCN(S(=O)(=O)c3ccc(-n4cnnn4)cc3)CC2)c1	7	20	-7	-0.6	3	-21	-1	-1
CC(=O)NNc1ncnc2c1cnn2-c1ccc(C)cc1	-19	10	-6	-0.7	18	-5	-15	0
COc1ccc(C(=O)NC(=S)NNC(=O)Cc2cccs2)cc1	6	23	22	-0.4	-23	10	-1	-1
